# Screens (PubChem BioAssay)
# HCV inhibitor: blocks hepatitis C virus | Huh7.5.1 HCVcc-Cre infection, luciferase reporter, 44 h | Potency, µM (highest dose often 41.8 µM), for inactives: at the highest dose activity change, negative = inhibition, usual class: inhibitors | actives 3.4% (n = 340,000); active = well fitted inhibition curve with a large enough effect; inconclusive = small, poorly fitted or top-dose-only effect, or another doubt; inactive = no such curve, though single readings can be large or run the other way
#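 Luciferase read-out (15 sec integration) after a 15 min room-temperature substrate step quantifies HCVcc-Cre infection. Cells, 1,000 per well, had compound added 4 h post-plating, then virus at ~0.5 moi, and were cultured 44 h.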
# Active calls of the source: *; ? = inconclusive; [ ] = another dose, or the depositor's remark. % is scaled to controls: 0 for no effect and ±100 for the full control effect; potency is read from the fitted curve at half-maximal effect.
# The first six records (preview)
SMILES,HCV inhibitor
O=C1N[C@@H](c2ccccc2)COC(=O)[C@H](Cc2ccc(F)cc2)CC/C=C/C[C@@H]1CC(=O)N(CCO)Cc1ccccc1,?
C[C@]12c3[nH]c4ccc(Cl)cc4c3CCN1C(=O)[C@@H](CC(=O)NCC13CC4CC(CC(C4)C1)C3)C[C@@H]2C(=O)N1CCOCC1,?
CCCCn1c(N)c(N(CCC(C)C)C(=O)COC(=O)Cc2ccc(Cl)cc2)c(=O)[nH]c1=O,-15%
NCCc1c(Cc2ccccc2)[nH]c2ccccc12,-19%
O=C(Nc1ccc(Br)cc1)c1cc(-c2ccncc2)nc2ccccc12,?
Cc1noc(NS(=O)(=O)c2ccc(NC(=O)c3cc(S(=O)(=O)N(C)c4ccccc4)ccc3Cl)cc2)c1C,1%

# The whole of this part, previewed entries included:
SMILES,HCV inhibitor
O=C1N[C@@H](c2ccccc2)COC(=O)[C@H](Cc2ccc(F)cc2)CC/C=C/C[C@@H]1CC(=O)N(CCO)Cc1ccccc1,?
C[C@]12c3[nH]c4ccc(Cl)cc4c3CCN1C(=O)[C@@H](CC(=O)NCC13CC4CC(CC(C4)C1)C3)C[C@@H]2C(=O)N1CCOCC1,?
CCCCn1c(N)c(N(CCC(C)C)C(=O)COC(=O)Cc2ccc(Cl)cc2)c(=O)[nH]c1=O,-15%
NCCc1c(Cc2ccccc2)[nH]c2ccccc12,-19%
O=C(Nc1ccc(Br)cc1)c1cc(-c2ccncc2)nc2ccccc12,?
Cc1noc(NS(=O)(=O)c2ccc(NC(=O)c3cc(S(=O)(=O)N(C)c4ccccc4)ccc3Cl)cc2)c1C,1%
C[C@@H](CN1CCC[C@H]1CN1C(N)=NC[C@@H]1Cc1ccccc1)N1C[C@@H](Cc2ccccc2)N(CCc2ccc(Cl)c(Cl)c2)C1=N,1%
Cc1onc(-c2ccccc2)c1C(=O)OCC(=O)N(C)c1ccccc1,0%
Clc1ccc2scc(CN3CCCC3)c2c1,0%
CC(=O)N1CCN(C(=O)c2cc(C)oc2C)CC1,16%
CC(OC(=O)C1=Cc2ccccc2OC1)C(=O)NCC1CCCO1 (centres undefined),-5%
CCOc1ccc(OCc2ccc(C(=O)NN=Cc3ccc[nH]3)cc2)cc1,0.56µM*
C[C@H](CO)N1C[C@H](C)[C@@H](CN(C)C(=O)Nc2ccccc2)Oc2c(NC(=O)C3CCCCC3)cccc2C1=O,8%
Cc1ccc(S(=O)(=O)Nc2ccc3c4c(cccc24)CC3)c(C)c1,-15%
CCN(C(=O)COC(=O)CCCc1nc2ccccc2s1)c1c(N)n(Cc2ccccc2)c(=O)[nH]c1=O,1%
Cc1nn(CC(=O)NC2(C)CCS(=O)(=O)C2)c(C)c1S(=O)(=O)N(C)C (centres undefined),3%
O=C(NC(=S)NCc1ccc(Cl)cc1)c1ccco1,-15%
OCC1OC(n2cnc3c(NCCc4ccccc4)ncnc32)C(O)C1O (centres undefined),6%
O=C1CC(c2ccccc2)Cc2nc(N3CCc4ccccc43)ncc21 (centres undefined),3%
CNC(=O)C1CC(=O)N(c2ccc(OCC(=O)Nc3ccc(F)cc3)cc2)C1 (centres undefined),14%
CCc1ccc2c(c1)C(=O)CCC2,22%
Nc1cc2c(cc1[N+](=O)[O-])-c1ccccc1C2=NO,?
COCCNC(=O)c1cccc2c1C(=O)c1ccc(N3CCOCC3)cc1S2(=O)=O,0%
CC(=O)c1cccc(OCC(=O)N(CCC2=CCCCC2)c2c(N)n(Cc3ccccc3)c(=O)[nH]c2=O)c1,?
CN(C)c1nc(Cl)nc2c1nc(Cl)n2C1CCCCO1 (centres undefined),24%
COc1cccc(N2C(=O)CC(N3CCN(S(=O)(=O)c4ccccc4[N+](=O)[O-])CC3)C2=O)c1 (centres undefined),5%
CN(c1ccccc1)S(=O)(=O)c1cccc(NC(=O)C2=NNC(=O)CC2)c1,?
O=C(Cc1ccc([N+](=O)[O-])cc1)NCCc1ccc2c(c1)OCO2,4%
c1ccc(-c2nc3cccnc3nc2-c2ccccc2)cc1,14%
CN(CCc1ccccc1)C(=O)c1ccc(NC(=O)Cc2ccc(NC(=O)C3CCCN(C(=O)c4ccccc4)C3)cc2)cc1 (centres undefined),-16%[8.37 µM]
O=c1c2c(-c3cccs3)csc2ncn1/N=C/c1ccccn1,-6%
CCN(C(=O)COC(=O)Cn1c(=O)oc2ccccc21)c1c(N)n(Cc2ccccc2)c(=O)[nH]c1=O,4%
CCCNC(=O)C1(CC2CC(c3ccccc3)=NO2)CCN(C(=O)C2(C)CC2)CC1 (centres undefined),10%
Cc1cccc(N2CCN(C(=O)c3cccc(S(=O)(=O)N4CCCCC4)c3)CC2)c1C,?
COc1ccc(-c2oc(=O)c3cc(OC)c(OC)cc3c2/C=C/c2ccc([N+](=O)[O-])cc2)cc1,-8%
CCOC(=O)C1CCN(CCCSc2ccc(C)cc2)CC1,1%
COCCn1c(=N)c(C(=O)NCCc2ccccc2)cc2c(=O)n3cccc(C)c3nc21,16%
COc1cc2c(cc1OC)NC(=O)C2,12%
Cc1ccc2[nH]c(=O)c(CN(CCO)C(=O)N(C)C)cc2c1,24%
O=C1C[C@@H]2c3c(cccc3CN1Cc1ccc(Cl)cc1)C[C@@H](O)[C@H]2O,17%

# The last four compounds of the section before open the next one:
SMILES,HCV inhibitor
COCCn1c(=N)c(C(=O)NCCc2ccccc2)cc2c(=O)n3cccc(C)c3nc21,16%
COc1cc2c(cc1OC)NC(=O)C2,12%
Cc1ccc2[nH]c(=O)c(CN(CCO)C(=O)N(C)C)cc2c1,24%
O=C1C[C@@H]2c3c(cccc3CN1Cc1ccc(Cl)cc1)C[C@@H](O)[C@H]2O,17%
C=CCSc1nnc2c(n1)-c1cccc3cccc-2c13,?
COc1ccccc1C(=O)Nc1ccc(S(=O)(=O)N(C)c2ccccc2)cc1,?
c1ccc(C2=NOC(c3nnc(-c4ccccc4)o3)C2)cc1 (centres undefined),12%
O=C(O)c1ccccc1NS(=O)(=O)c1ccc(NN=Cc2ccccc2F)c([N+](=O)[O-])c1,2%
C=CCCC1(CC)C(=O)NC(=S)NC1=O,0%
C[C@@H]1CN([C@@H](C)CO)C(=O)Cc2cc(NS(=O)(=O)c3ccccc3)ccc2O[C@H]1CN(C)Cc1ccncc1,21%
CCC1Oc2ccc(C)cc2N(CC(=O)NCCc2ccc(OC)c(OC)c2)C1=O (centres undefined),?
CNC(=O)c1cn2c3c(ccc(Cl)c3c1=O)OC(C)C2 (centres undefined),-6%
O=[N+]([O-])c1cccc(S(=O)(=O)/N=C(/Nc2ccccc2)c2ccccc2)c1,3%
COc1ccc(S(=O)(=O)N/N=C(/C)c2ccc(C)o2)cc1,5%
CCS(=O)c1ccccc1C(=O)OCC(=O)Nc1ccc2ccccc2c1 (centres undefined),?
O=C(COC(=O)c1cc2ccccc2cc1O)Nc1ccccc1F,-9%
CC(SC(C)C(=O)NN=Cc1cccc(Cl)c1)C(=O)NN=Cc1cccc(Cl)c1 (centres undefined),?
C=CC[C@@H](Cc1ccc(F)cc1)C(=O)OC[C@H]1CCCN1C(=O)[C@@H](CC=C)CC(=O)N[C@@H](CO)Cc1ccccc1,-21%
O=C(O)CCC1(CCC(=O)O)CCCC(CCC(=O)O)(CCC(=O)O)C1=O,8%
COC(=O)[C@]1(C)N[C@H](CN(C)C(=O)Nc2ccccc2)[C@@H]2C(=O)N(Cc3ccccc3)C(=O)[C@@H]21,-61%
COC(=O)C[C@H]1c2cc(F)cc(F)c2S(=O)(=O)N1C1CCN(Cc2ccccc2)CC1,-2%
COc1cc(C)cc2c1OC(c1ccccc1)CC2=O (centres undefined),-16%
COc1ccccc1CNS(=O)(=O)CCNC1CCCCC1,12%
COc1ccccc1NC(=O)C1CC(C(C)C)OC1=O (centres undefined),-17%
OCCN1CCN(C2CCC(c3ccc(F)cc3)c3ccc(F)cc32)CC1 (centres undefined),4µM*
COc1ccc(CNC(=O)C[C@H]2C[C@H](C(=O)N3CCCCC3)[C@@]3(CCc4ccccc4)c4[nH]c5cc(-c6ccco6)ccc5c4CCN3C2=O)cc1OC,?
CC(=O)Nc1ccc(S(=O)(=O)NCC2CC3CCC2C3)cc1 (centres undefined),-30%
CCCCn1c(N)c(N(CC(C)C)C(=O)Cc2ccc(S(=O)(=O)N3CCOCC3)s2)c(=O)[nH]c1=O,14%
O=C(COC(=O)CNC(=O)c1ccccc1)NCc1ccc2c(c1)OCO2,24%
Cc1ccc(CNC(=O)c2cc(-c3ccccc3)nn2CC2CC(c3cccnc3)=NO2)cc1 (centres undefined),0%
O=C(NC1(C(=O)O)CCCC1)c1ccccc1,6%
O=C(CCCCCCCC(=O)N1CCCCC1)N1CCCCC1,-5%
COC(=O)C1N[C@@H]([C@@H](NC(=O)COc2ccccc2)C(=O)NC2CC2)SC1(C)C (some centres undefined),4%
O=C(O)c1ccccc1,12%
COc1ccc(S(=O)(=O)N(C)C[C@H]2Oc3ccc(NC(=O)NC(C)C)cc3C(=O)N([C@H](C)CO)C[C@@H]2C)cc1,-23%
CCN(C[C@H]1N[C@@](CC)(C(=O)OC)[C@H]2C(=O)N(C)C(=O)[C@@H]12)C(=O)COC,-4%
CCOC(=O)[C@H]1[C@H]2COc3ccccc3[C@@H]2N2C(=O)CN(Cc3ccc(C)cc3)C(=O)[C@@]12C,15%
O=[N+]([O-])c1cccc(NP(=O)(N2CC2)N2CC2)c1,-11%
O=C(NN=Cc1ccccc1O)C1CC1,1%
COc1ccccc1NC(=O)COC(=O)C1CC2CCCC(C1)C2=O (centres undefined),18%
OCCOCCn1c(C(CO)Nc2nc(-c3ccccc3Br)cs2)nc2ccccc21 (centres undefined),-18%
CCOC(=O)c1cn(CC)c2cc(N3CCCCC3)c(F)cc2c1=O,?
C[C@@H]1CN([C@H](C)CO)C(=O)Cc2cc(NC(=O)Cn3cnnn3)ccc2O[C@@H]1CN(C)Cc1ccc(Cl)c(Cl)c1,27%
CC[C@H](C)[C@H]1CNC(=O)C(=O)N1CC1CCN(CCc2ccccc2)CC1,1%
COc1ccc(C=NNc2nc3c([nH]2)c(=O)n(C)c(=O)n3C)cc1,-15%
CCOC(=O)C[C@H]1c2cc(F)ccc2S(=O)(=O)N1C(C)(C)C,?
COC(=O)[C@]1(Cc2ccccc2)N[C@H](CN(C)S(=O)(=O)c2ccc(-c3ccccc3)cc2)[C@@H]2C(=O)N(Cc3ccccc3)C(=O)[C@@H]21,?
CCCCC[C@@H](/C=C/C1C(=O)C=C[C@H]1C/C=C\CCCC(=O)OC)OC(C)=O (some centres undefined),-9%[8.37 µM]
COc1cccc(NC(=S)NC(=O)c2cncc(Br)c2)c1,-21%
S=C1NCCN1CC1CCN(CC2CCCC2)CC1,-4%
COc1ccc2[nH]c3c(c2c1)CCN1C(=O)C(CC(=O)NCc2ccc(OC)c(OC)c2)C[C@H](C(=O)N2CCOCC2)[C@@]31CCC1CCCC1 (some centres undefined),?
Cc1ccccc1SCC(=O)OCC(=O)N1CC(=O)Nc2ccccc21,7%
Cc1cc(=O)oc2cc(OCC(=O)N3CCOCC3)c(Cl)cc12,18%
Cc1ccc(NC(=O)Cn2cnc3c(OCc4ccccc4)ncnc32)cc1C,4%
CN(C)CCNc1ccc(CO)c2oc3ccc(O)cc3c(=O)c12,?
COc1cc(OC)c2c(-c3cccc(-c4ccoc4)c3)cc(=O)oc2c1,?
O=C(Cc1ccsc1)NCC(=O)Nc1ccccc1Br,0%
O=C1NC(=O)C(Nc2ccccc2)C(=O)N1,6%
C#CCOCCOCCOCCNc1nc(N2CCN(C(=O)C([C@@H](C)O)n3cc([C@@H](N)CCCCN)nn3)CC2)nc(N2CCN(C(=O)[C@H](CCC(=O)O)n3cc([C@@H](N)CCCCN)nn3)CC2)n1 (some centres undefined),?
O=C1c2ccccc2-c2cc3ccccc3cc21,?
COc1ccc(OC)c(/C=C(\C)C(=O)c2c(C)cc(C)[nH]c2=O)c1,-20%
C=CC[C@H](CC(=O)N(CCO)Cc1ccccc1)C(=O)NCCOC(=O)[C@@H](CC=C)CC(=O)OC(C)(C)C,?
COc1ccc(S(=O)(=O)Nc2ccc3c(c2)C(=O)N([C@H](C)CO)C[C@H](C)[C@@H](CN(C)S(=O)(=O)c2ccc(F)cc2)O3)cc1,?
CCc1ccc([C@@H]2CC=C(C(=O)O)[C@H](c3ccc(C(C)(C)C)cc3)N2S(=O)(=O)c2ccc(C)cc2)cc1,4%
# Next results:
SMILES,HCV inhibitor
COc1ccc2c(c1)[C@H]1[C@H](CO2)[C@H](c2ccccc2)[C@]2(C)C(=O)Nc3cc(F)ccc3C(=O)N12,-9%[8.37 µM]
O=S(=O)(Nc1cccc(S(=O)(=O)N2CCCC2)c1)c1cccs1,9%
COc1ccc(N=Nc2cc(OC)c(N)cc2OC)cc1,?
NS(=O)(=O)c1ccc(CCNC(=O)C2CCN(C(=O)Nc3ccccc3)CC2)cc1,9%
Cc1ccc(C(=O)NC(=S)NCc2ccccc2)cc1Br,-1%
COc1ccc(/C=C/c2c(-c3ccc(OC)cc3)oc(=O)c3cc(OC)c(OC)cc23)cc1,?
N=C1C(=O)NC(=O)C1c1ccccc1 (centres undefined),8%

# An excerpt, so the mix of outcomes need not match the whole.
